Screens from PubChem BioAssay.
NPC1 promoter act – NPC1 promoter activation; Huh7 NPC1 promoter luciferase reporter, 24 h; actives 2.4% (n = 320,000); Potency, µM (series often up to 9.22 µM), for the others: at the top dose activation, actives largely listed as activators; AID 485313;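 further: potency means the concentration at half of the fitted maximal effect; % of control where 0% means no effect; nearly all actives have a fitted effect of over 60% in size; reporter is driven by a mutant NPC1 promoter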
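Compounds in DMSO were transferred onto Huh7 NPC1-luciferase reporter cells pre-incubated 2 h; after 24 h at 37 °C, Amplite reagent was dispensed and luminescence recorded 10 min later.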
p53 reactivation – re-activators of mutant p53 | H1299 p53-A138V BP100-luciferase reporter, luminescence, 24 h | Potency, µM (highest dose often 92.2 µM), for the others: top-dose activity change, positive = activation, hits mostly activators | actives 0.063% (n = 320,000); further: potency means the concentration at half of the fitted maximal effect; % of control where 0% means no effect; nearly all actives have a fitted effect of over 45% in size
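p53-null H1299 cells stably carrying temperature-sensitive p53-A138V and a BP100-luciferase reporter were pinned with compounds (4-point, 1:5 series) and held 24 hrs at 37 deg C. Luminescence was read 10 min after detection reagent.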
Menin-MLL TR inh – displaces Texas Red mutant MLL peptide from human menin; O00255; Menin + Texas Red MLL mutant peptide, fluorescence polarization; Potency, µM (top dose mostly 61.6 µM), for inactives: at the top dose FP activity change, negative = inhibition, actives largely listed as inhibitors; actives 0.23% (n = 270,000); AID 1768; active means well fitted inhibition curve with a large enough effect in the polarisation, with a control signal flat, not every such curve was filed as active; inconclusive means small, poorly fitted or top-dose-only effect, or effect the other way, or a change in a side signal; inactive means no such curve, though single readings can be large or run the other way; the % refers to the polarisation; further: potency means the concentration at half of the fitted maximal effect; % of control where 0% means no effect; many of its hits are not listed in these tables
RORg inh – inhibitors of mouse ROR gamma transcriptional activity. actives 5.4% (n = 310,000). AID 2551. Drosophila S2 Gal4-RORgamma UAS-luciferase reporter, 20 h. Potency, µM (highest dose often 53.6 µM), without a hit: top-dose activity change, negative = inhibition, most hits filed as inhibitors. P51450; further: potency means the concentration at half of the fitted maximal effect; on the % scale 0 is the no-effect control and ±100 the full control effect; nearly all actives have a fitted effect of over 60% in size
Target sequence (P51450 whole entry, looked up, the tested form may be a part): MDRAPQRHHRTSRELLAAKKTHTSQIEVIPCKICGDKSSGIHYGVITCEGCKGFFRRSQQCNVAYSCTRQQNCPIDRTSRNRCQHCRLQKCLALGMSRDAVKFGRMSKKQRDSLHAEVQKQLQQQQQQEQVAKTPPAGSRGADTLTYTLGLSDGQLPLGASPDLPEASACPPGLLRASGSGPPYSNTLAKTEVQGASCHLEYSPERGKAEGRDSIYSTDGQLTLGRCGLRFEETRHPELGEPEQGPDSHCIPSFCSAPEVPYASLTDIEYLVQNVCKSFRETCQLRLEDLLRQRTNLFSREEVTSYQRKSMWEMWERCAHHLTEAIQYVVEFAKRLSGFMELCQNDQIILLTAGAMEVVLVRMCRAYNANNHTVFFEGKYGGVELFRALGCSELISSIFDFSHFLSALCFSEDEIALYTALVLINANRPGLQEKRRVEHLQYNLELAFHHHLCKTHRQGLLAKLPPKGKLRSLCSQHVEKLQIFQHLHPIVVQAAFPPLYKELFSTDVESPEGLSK
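A Gal4/UAS one-hybrid system in insect cells: metallothionein-promoter Gal4–ROR gamma fusion plus Photinus luciferase reporter. Copper sulfate 700 uM final, 20 hr ambient incubation, luminescent detection after 10 min with reagent.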
Gal4-VP16 FLuc – Gal4-VP16 reporter inhibition counter-screen. Drosophila S2 Gal4-VP16 UAS-luciferase, luminescence, 20 h. Potency, µM (series often up to 53.6 µM), inactives show top-dose activity, negative = inhibition, most hits filed as inhibitors. actives 3.5% (n = 310,000). AID 2546;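 further: Gal4-VP16 expression switched on by copper sulfate through the metallothionein promoter; potency means the concentration at half of the fitted maximal effect; on the % scale 0 is the no-effect control and ±100 the full control effect; nearly all actives have a fitted effect of over 50% in size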
FLuc counter – counter-screen for miR-21 project: firefly luciferase inhibitors or activators | P08659 | purified FLuc, Km substrates, luminescence inhibition | Potency, µM (top dose mostly 57.5 µM), for the others: at the highest dose activity change, negative = inhibition, most hits filed as inhibitors | actives 6.9% (n = 360,000);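 further: potency means the concentration at half of the fitted maximal effect; plate controls were vehicle for no effect and reference inhibitor for full effect; nearly all actives have a fitted effect of over 55% in size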
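Purified P. pyralis luciferase (10nM final) with 10uM D-luciferin and 10uM ATP (Km levels) in 50mM Tris acetate pH 7.5, 10mM Mg acetate, 0.01% Tween-20, 0.05% BSA; qHTS 6-point titration, ~60 µM downward; luminescence read.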
Rab9 prom act – activators of Rab9 promoter; Huh7 Rab9 promoter-luciferase reporter, luminescence, 24 h; Potency, µM (doses to about 9.22 µM), for the others: top-dose activation, negative = inhibition, most hits filed as activators; actives 2.8% (n = 320,000); further: potency means the concentration at half of the fitted maximal effect; % of control where 0% means no effect; nearly all actives have a fitted effect of over 60% in size
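Cells were plated at 1500 per well in reduced-serum medium with 10% FBS and left 2 h. Compound in DMSO was then added for 24 h at 37 °C. Reporter signal was read by luminescence after 10 min with luciferase detection reagent.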
BRCA1 expr act – increases BRCA1 expression | MCF7-BRCA1-FFLuc reporter, luminescence, 48 h; response scale: scaled: vehicle 0%, 10 µM genistein 100% | Potency, µM (series often up to 46.1 µM), inactives show top-dose activation, usual class: activators | actives 1.1% (n = 380,000) | AID 624202; further: potency means the concentration at half of the fitted maximal effect; nearly all actives have a fitted effect of over 80% in size; some results filed as inactive show a strong effect at the top dose
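Using MCF7 cells harboring a BRCA1 firefly luciferase reporter, plated 2 h before compound pinning, the screen measured luminescence after 48 h incubation. Responses were normalized to DMSO and 10 microM genistein, then fitted for concentration-effect.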
PKM2 activator – activators of human pyruvate kinase M2; purified PKM2, Kinase-Glo ATP luminescence, activation; response scale: 0% is enzyme alone, no compound; Potency, µM (doses to about 57.5 µM), without a hit: at the highest dose activation, actives largely listed as activators; actives 0.34% (n = 260,000); AID 1631; further: potency means the concentration at half of the fitted maximal effect; on the % scale 0 is the no-effect control and ±100 the full control effect; nearly all actives have a fitted effect of over 55% in size
Target sequence (P14618 whole entry, looked up): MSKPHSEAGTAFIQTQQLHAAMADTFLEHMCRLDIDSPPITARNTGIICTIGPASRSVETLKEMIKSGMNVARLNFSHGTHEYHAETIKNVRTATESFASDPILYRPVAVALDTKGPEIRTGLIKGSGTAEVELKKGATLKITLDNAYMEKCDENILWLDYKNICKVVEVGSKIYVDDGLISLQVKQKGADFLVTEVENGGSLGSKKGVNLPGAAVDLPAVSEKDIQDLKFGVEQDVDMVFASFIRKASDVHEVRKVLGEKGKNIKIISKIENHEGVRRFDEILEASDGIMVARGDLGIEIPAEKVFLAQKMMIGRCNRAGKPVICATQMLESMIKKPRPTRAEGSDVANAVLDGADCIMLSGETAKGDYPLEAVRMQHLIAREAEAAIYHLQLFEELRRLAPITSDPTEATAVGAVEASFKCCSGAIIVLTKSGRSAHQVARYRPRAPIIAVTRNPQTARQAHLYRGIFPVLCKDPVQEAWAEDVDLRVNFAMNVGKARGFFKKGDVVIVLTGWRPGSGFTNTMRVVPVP
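Kinase-Glo luminescence reports ATP generated from ADP (0.1 mM) and PEP (0.5 mM) by purified hPK-M2 after 1 h at room temperature, pH 7.2 imidazole buffer; intermediate enzyme activity allows detecting inhibitors and activators.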
Giardia kill – Giardia lamblia killing | activity change, % at 7.66 µM, hits read low | actives 0.15% (n = 340,000) | Giardia lamblia trophozoite viability; in the data active means activity change below about -80%; inconclusive means between about -30% and that limit;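 further: parasites exposed to compound for two days anaerobically before the ATP read; on the % scale 0 is the no-effect control and ±100 the full control effect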
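Trophozoites 100 cells/well + cpd; 48 hrs, 37 deg C, anaerobic. ATPLite 1-Step added, 15-30 min RT, luminescence read (ATP-based viability).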
ELG1 genotoxic – genotoxicity induction in ELG1-luciferase HEK293T cells. HEK293T ELG1-luciferase reporter, luminescence, 16 h. Potency, µM (series often up to 46 µM), without a hit: at the highest dose activity change, positive = activation, most hits filed as activators. actives 1.3% (n = 330,000). AID 504466; further: potency means the concentration at half of the fitted maximal effect; % of control where 0% means no effect; nearly all actives have a fitted effect of over 60% in size
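Quantitative HTS format in 1536-well plates. HEK293T ELG1-luciferase reporter cells receive test compound and are incubated 16 hr at 37 °C, 5% CO2; ONE-Glo added, 30 min room temperature, then luminescence read.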
Numbers without * were called inactive; ? = inconclusive; nt = not tested or not shown; & = joins results of further samples; [ ] = remark or other dose. Unless noted, the call rests on the fitted dose curve; in most records, active means well fitted curve in the direction sought with a large enough effect; inconclusive means small, poorly fitted or top-dose-only effect, or another doubt; inactive means no such curve, though single readings can be large; an effect the other way counts as inactive or inconclusive.

SMILES	NPC1 promoter act	p53 reactivation	Menin-MLL TR inh	RORg inh	Gal4-VP16 FLuc	FLuc counter	Rab9 prom act	BRCA1 expr act	PKM2 activator	Giardia kill	ELG1 genotoxic
Cc1ccc(NC(=O)Cc2sc(C)nc2-c2ccc(C)cc2)cc1	-2%	-3%	8%	?	-11%	?	-2%	-14%	4%	1	5%
CCN(CC)S(=O)(=O)c1cc(C(=O)Nc2ccc(Cl)cn2)ccc1C	1.8µM*	?	21%	-8%	-18%	2.4µM*	1.6µM*	?	?	-14	1.8µM*
CCOC(=O)C1=C(C)N=C2SC(C(=O)OC)=CC(=O)N2C1c1cccc(OC)c1 (stereo not drawn)	-9%	4%	-4%	?	-18%	4%	-1%	-9%	15%	-2	-2%
Cc1cccc(NC(=O)CSc2ccc(C(N)=O)cc2[N+](=O)[O-])c1C	-1%	-2%	-15%	10%	-5%	0%	-4%	42%	-1%	36[activator]	12%
CCN(CC)CCC(c1cc(OC)c(OC)c(OC)c1)c1c(O)cc(OC)cc1OC (stereo not drawn)	1%	-5%	-9%	-7%&0%	-18%&-13%	0%	-1%	-21%	2%	-6&4	2%
CSc1nc(O)c(C2OC(=O)c3ccccc32)c(=O)[nH]1 (stereo not drawn)	-4%	-4%	1%	-4%	-6%	12%	0%	-1%	18%	-21	3%
CCC(=O)c1cc2c(C)cc(=O)oc2c(C)c1O	2%	-5%	2%	0%	-4%	0%	-2%	31%	-8%	-22	0%
Cc1ccsc1C(=O)N(C)CC(=O)Nc1ccccc1Br	0%	6%	nt	nt	nt	-10%	-3%	1%	nt	3	0%
Cc1ccc2nc(NC(=O)CN(C)S(=O)(=O)c3cccc4nsnc34)sc2c1	-21%	-9%	?	-5%	-6%	2%	-29%	-87%	0%	7	?
COc1ccc(-c2nc(CC(=O)O)cs2)cc1OC	0%	1%	nt	2%	1%	1%	-7%	nt	-7%	nt	8%
CCOC(=O)c1ccccc1NC(=O)COC(=O)CC1CCCCC1	-5%	-3%	-9%	31%	-3%	-7%	-4%	-39%	3%	9	0%
COc1ccc(CNc2nc(-c3cccnc3)nn2S(C)(=O)=O)cc1	-2%	3%	16%	54%	-6%	-7%	0%	-17%	-1%	2	-3%
O=C1CC(NC2CCN(C(=O)c3cccc(F)c3)CC2)C(=O)N1 (stereo not drawn)	3%	7%	nt	-5%	-1%	0%	0%	-9%	nt	4	-1%
COC(=O)c1c(N)c2ccccc2[nH]c1=O	2%	-3%	?	0%	-2%	6%	1%	-5%	1%	11	-1%
COC(=O)c1cc(C(=O)Cc2ccccc2)c[nH]1	-4%	-3%	0%	3%	8%	-4%	11%	nt	3%	nt	3%
CCCCCN(C(=O)CCC(=O)OCc1ccc(C(C)(C)C)cc1)c1c(N)n(CCCC)c(=O)[nH]c1=O	-7%	-3%	nt	0%	-20%	3%	-6%	-49%	-7%	13	-6%
CN(C)c1ccc(P(=O)(OCc2ccccc2)C(O)c2ccccc2F)cc1 (stereo not drawn)	-4%	0%	nt	25%	2%	2%	-1%	-17%	-2%	-18	-2%
O=C(CN1CCC(NC(=O)c2cccc(F)c2)CC1)NCc1cccs1	-3%	-4%	10%	7%	-7%	0%	-4%	4%	-6%	-21	1%
CCOC(=O)c1c(NC(=O)C(C)OC(=O)c2ccc(NC(=O)CC#N)cc2)sc2c1CCCC2 (stereo not drawn)	1%	-4%	nt	nt	nt	4%	-3%	-84%[inhibitor]	nt	-6	-18%
C/C(=N\OCC(=O)OCC(=O)N(Cc1ccccc1)C(C)(C)C)c1ccc2c(c1)OCO2	2%	2%	nt	nt	nt	-2%	-3%	8%	nt	1	-3%
CC(Oc1ccc(F)cc1)C(=O)N1CCN(c2ncccn2)CC1 (stereo not drawn)	0%	-2%	nt	-2%	2%	1%	-2%	0%	3%	1	-7%
Cc1cc(C)n(-c2ccc(OCC(=O)O)nn2)n1	1%	11%	-7%	-2%	-2%	5%	1%	10%	9%	-5	-4%
Fc1ccc(CN2CCCCCCC2)c(F)c1	1%	0%	-14%	-2%	0%	5%	1%	-20%	2%	1	-2%
O=c1[nH]c2ccc(Cl)cc2c(-c2ccccc2)c1CN1CCOCC1	-2%	-4%	-14%	-1%[10 µM]	3%	-2%	-4%	-2%	4%	-11	-1%
COc1ccc(OCCOC(=O)c2cccs2)cc1	1%	8%	32%[activator]	35%	-3%	17µM*	-8%[1.84 µM]	7%	-5%	-9	23µM*
C=CCS/C(N)=N\N=C\c1c(O)ccc2ccccc12	0%	?	nt	0.5µM*	3.2µM*	4.8µM*	2.8µM*	27%	-5%	4	?
COC(=O)c1sccc1NC(=O)c1cc(C)on1	1%	0%	-12%	-1%	-3%	0%	-4%	-36%	-5%	-11	-5%
O=C1CC(NS(=O)(=O)c2ccc(F)cc2)CN1c1ccc2c(c1)OCCO2 (stereo not drawn)	-3%	-3%	nt	nt	nt	1%	2%	-4%	nt	2	5%
CN(C)c1cc(Nc2ccc(O)cc2)c([N+](=O)[O-])c2nonc12	-1%	-4%	nt	2%	-2%	4%	-1%	-4%	10%	-5	2%
COc1ccc(C(=O)NC(C)C2CC3CCC2C3)c(OC)c1 (stereo not drawn)	0%	-4%	?	8%	-7%	-10%	6%	5%	7%	18	-7%
CCOC(=O)c1ccc(S(=O)(=O)N2CCC(C(=O)NCc3ccccc3OC)CC2)cc1	-2%	3%	nt	nt	nt	-1%	2%	-1%	nt	-23	1%
COc1ccc(C(OCC(O)CN2CCC(O)CC2)c2ccc(OC)cc2)cc1 (stereo not drawn)	1%	-4%	-9%	8%	3%	2%	1%	3%	-2%	0	6%
C/C(=N\NC(=O)c1ccc(Br)o1)c1cc2c(cc1NC(=O)CCC(=O)O)OCO2	-6%	-2%	nt	3%	0%	0%	-4%	-44%	nt	-5	0%
Cc1ccc(C(C)C)c(OC(=O)/C=C/c2ccccc2)c1	-1%	16%	-1%	9%	-30%	2%	-2%	-1%	-1%	8	0%
Cc1c(NC(=O)COC(=O)c2c3c(nc4ccccc24)CCCC3)c(=O)n(-c2ccccc2)n1C	-5%	-2%	1%	-2%	-7%	6%	2%	9%	-9%	12	-5%
CC(=O)N1CCC(=O)Nc2ccc([N+](=O)[O-])cc21	-1%	0%	0%	3%	-9%	-1%	7%	3%	3%	-20	?
COc1ccc(OC)c(CNC(=O)c2cc(=O)[nH]c3ccc(S(=O)(=O)N4CCCC4)cc23)c1	-5%	1%	-1%	-3%	-9%	-2%	5%	nt	3%	nt	4%
CCC(C)(NC(=O)c1ccccn1)C(=O)NC1CCCCC1 (stereo not drawn)	-1%	-1%	-23%	-10%	5%	7%	1%	-27%	-6%	2	1%
CC(CN1CCN(C)CC1)OC(=O)c1cccc(Cl)c1 (stereo not drawn)	10%	7%	nt	-5%	-1%	?	11%	-33%	6%	-3	3%
COc1cc(C2C(C#N)=C(N)Oc3c2ccc2ccccc32)ccc1OCC(=O)Nc1ccc(C)cc1 (stereo not drawn)	-9%	8%	-9%	-5%[10 µM]	-2%	3%	-16%	-74%	15%	-19	2%
CCn1c(SCC(=O)NC(C)(C)C)nnc1-c1ccccn1	3%	-3%	-2%	-38%	-4%	-2%	-1%	2%	0%	5	3%
CSCCC(NC(=O)C1CCC(C)CC1)C(=O)Nc1ccc(NC(C)=O)cc1 (stereo not drawn)	0%	-5%	3%	15%	-2%	2%	0%	-3%	-4%	-28	-2%
CN1c2ccccc2C(C)(C)C12C=Nc1c(ccc3ccccc13)O2 (stereo not drawn)	-3%	-30%[inhibitor]	17%	?	20µM*	15µM*	8%	-26%	?	11	-2%
O=C(c1ccccn1)N1CCN(S(=O)(=O)c2ccc(F)cc2)CC1	-8%	2%	-9%	14%	8%	-1%	0%	-5%	-4%	14	-1%
CCS(=O)(=O)c1ccc(O)c(NC(=O)Nc2ccccc2)c1	-1%	-4%	1%	36%	-6%	-27%	3%	10%	-4%	-9	0%
COc1ccc(N(CC(=O)Nc2ccc3c(c2)OCO3)S(C)(=O)=O)c(OC)c1	18%	-2%	5%	0%	2%	-1%	-1%	20%	1%	10	-5%
O=C(N/N=C/c1ccccn1)NC12CC3CC(CC(C3)C1)C2	?	17%	nt	20%	-4%	17µM*	?	4µM*	-4%	7	4%
OCC1(CCOc2ccccc2)CCN(Cc2ccc3cccc(F)c3n2)CC1	-4%	-1%	?	-27%	-7%	-14%	-5%	-19%	1%	11	-6%

This is a subset; count on the stated rates, not on these rows.
